Giardia kill: Small Molecules that selectively kill Giardia lamblia: qHTS | Giardia lamblia trophozoite viability | activity change, % at 7.66 µM, hits read low | 340,000 compounds, 0.15% hits | AID 540267, 2011; in the data active means activity change below about -80%; inconclusive means between about -30% and that limit;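 further: parasites exposed to compound for two days anaerobically before the ATP read; on the % scale 0 is the no-effect control and ±100 the full control effect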
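Anaerobic 48 hrs incubation at 37 deg C of 100 trophozoites/well with test compounds; ATPLite 1-Step luminescence, 15-30 min RT, reports cellular ATP as viability.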
B2AR arrestin: qHTS assay of beta-arrestin-biased ligands of beta2-adrenergic receptor; Beta-2 adrenergic receptor (Homo sapiens), P07550; beta-arrestin recruitment to beta2AR, cell-based reporter; Potency, µM (top dose mostly 46.1 µM), for the others: at the highest dose activation, usual class: activators; 330,000 compounds, 0.02% hits; AID 492947, 2010;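 further: potency means the concentration at half of the fitted maximal effect; 0% = DMSO controls and full agonism = EC100 isoproterenol or metaproterenol; nearly all actives have a fitted effect of over 65% in size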
Target sequence (P07550 whole entry, looked up): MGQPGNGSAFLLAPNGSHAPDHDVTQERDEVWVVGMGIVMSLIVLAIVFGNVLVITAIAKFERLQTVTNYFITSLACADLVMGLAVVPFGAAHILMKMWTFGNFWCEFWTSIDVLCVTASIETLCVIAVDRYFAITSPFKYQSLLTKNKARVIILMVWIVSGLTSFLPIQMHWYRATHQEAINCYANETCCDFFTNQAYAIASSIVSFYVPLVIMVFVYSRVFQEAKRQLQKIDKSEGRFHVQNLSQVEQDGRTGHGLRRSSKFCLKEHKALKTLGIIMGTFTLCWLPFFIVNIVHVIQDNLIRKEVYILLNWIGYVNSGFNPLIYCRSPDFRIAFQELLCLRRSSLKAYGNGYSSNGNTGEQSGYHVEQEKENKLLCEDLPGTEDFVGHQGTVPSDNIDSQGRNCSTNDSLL
Tb PFK block: qHTS Assay to Find Inhibitors of T. brucei phosphofructokinase; ATP-dependent 6-phosphofructokinase (Trypanosoma brucei brucei), O15648; T. brucei PFK, ADP-Glo luminescence; Potency, µM (titrated, usually from 57.5 µM), without a hit: top-dose activity, negative = inhibition, hits mostly inhibitors; 330,000 compounds, 0.17% hits; AID 485367, 2010;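 further: potency means the concentration at half of the fitted maximal effect; 0% = uninhibited 1x PFK enzyme wells and -100% = no-enzyme wells; nearly all actives have a fitted effect of over 60% in size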
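Luminescent ADP detection (ADP-Glo, two-step: ATP depletion then ADP-to-ATP conversion for luciferase) reported PFK activity after 45 min room-temperature reaction of 1.25 nM enzyme with 0.5 mM F6P and 0.1 mM ATP at pH 8.0.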
PTAP TSG101 blk: qHTS Assay for Iinhibitors of HIV-1 Budding by Blocking the Interaction of PTAP/TSG101. Fluorescence polarization, FITC-PTAP peptide / Tsg101 binding. Potency, µM (titrated, usually from 115 µM), without a hit: top-dose activity change, negative = inhibition, actives largely listed as inhibitors. 340,000 tested, under 10 active. AID 493005, 2010; active means well fitted inhibition curve with a large enough effect in the main read-out, with a control signal flat, not every such curve was filed as active; inconclusive means small, poorly fitted or top-dose-only effect, or effect the other way, or a change in a side signal; inactive means no such curve, though single readings can be large or run the other way; further: potency means the concentration at half of the fitted maximal effect; % of control where 0% means no effect
Target sequence (Q99816 whole entry, looked up): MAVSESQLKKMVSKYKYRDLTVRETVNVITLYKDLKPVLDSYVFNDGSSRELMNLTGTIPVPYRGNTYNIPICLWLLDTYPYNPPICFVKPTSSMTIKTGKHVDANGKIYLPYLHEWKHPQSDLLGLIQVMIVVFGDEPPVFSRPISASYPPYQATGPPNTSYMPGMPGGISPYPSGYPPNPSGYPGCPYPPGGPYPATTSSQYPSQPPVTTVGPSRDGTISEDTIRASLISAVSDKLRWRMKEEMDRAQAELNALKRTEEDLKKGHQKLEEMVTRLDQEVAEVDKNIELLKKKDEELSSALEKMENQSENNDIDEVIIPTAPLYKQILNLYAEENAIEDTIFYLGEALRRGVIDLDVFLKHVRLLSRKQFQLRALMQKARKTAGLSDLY
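Steps: Tsg101 binding domain dispensed (10 uM final), compounds pinned in DMSO, FITC-labeled PTAP-motif peptide added (50 nM final); after 20 min binding at room temperature, polarization measured.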
Integrin act MD: qHTS for Activators of Integrin-Mediated Alleviation for Muscular Dystrophy | alpha7betagal myoblasts, beta-gal FDG fluorescence, 48 h | 350,000 compounds, 0.064% hits | Potency, µM (doses to about 38.3 µM), inactives show top-dose activation, usual class: activators;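 further: potency means the concentration at half of the fitted maximal effect; 100% = response of the positive control SU9516; nearly all actives have a fitted effect of over 60% in size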
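alpha7betagal+/- myoblasts (passage 13, 250/well) treated 48 h at 37C with compounds at 1:260 dilution of DMSO stock. Lysed, then beta-galactosidase activity read as FDG fluorescence (ex 480/em 540) after 30 min, with pre-read for autofluorescence.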
PKM2 act: qHTS Assay for Activators of Human Muscle isoform 2 Pyruvate Kinase; Pyruvate kinase PKM (Homo sapiens), P14618; purified PKM2, Kinase-Glo ATP luminescence, activation; response scale: 0% is enzyme alone, no compound; Potency, µM (titrated, usually from 57.5 µM), for inactives: top-dose activation, most hits filed as activators; 260,000 compounds, 0.34% hits; further: potency means the concentration at half of the fitted maximal effect; on the % scale 0 is the no-effect control and ±100 the full control effect; nearly all actives have a fitted effect of over 55% in size
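Kinase-Glo luminescence reports ATP generated from ADP (0.1 mM) and PEP (0.5 mM) by purified hPK-M2 after 1 h at room temperature, pH 7.2 imidazole buffer; intermediate enzyme activity allows detecting inhibitors and activators.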
ASM inhibitor: Inhibitors of Secretory Acid Sphingomyelinase (S-ASM): qHTS. Sphingomyelin phosphodiesterase (Homo sapiens), P17405. placental ASM, HMU-PC fluorogenic substrate, 60 min. Potency, µM (series often up to 57.5 µM), for inactives: at the highest dose activity change, negative = inhibition, actives largely listed as inhibitors. 340,000 compounds, 0.006% hits. AID 504937, 2011; further: potency means the concentration at half of the fitted maximal effect
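Human placenta-derived ASM preincubated with compound 10 min at room temperature, then reacted with 9 uM (final) fluorogenic HMU-PC substrate for 60 min at 37 C. Stop solution raises pH to 10; fluorescence read at Ex 386/Em 447 nm.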
GALK inhibitor: qHTS Assay for Inhibitors of Human Galactokinase (GALK) | P51570 | Purified GALK, Kinase-Glo residual ATP luminescence | Potency, µM (doses to about 57.5 µM), for the others: at the highest dose activity change, negative = inhibition, most hits filed as inhibitors | 270,000 compounds, 0.007% hits | AID 1868, 2009; further: potency means the concentration at half of the fitted maximal effect; on the % scale 0 is the no-effect control and ±100 the full control effect
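The enzyme phosphorylates galactose (100 uM) using ATP (35 uM); inhibition is detected as higher residual ATP, quantified by bioluminescence after 1 h reaction at room temperature, pH 8.0.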
FBPA coupling cs: qHTS Assay for Inhibitors of Fructose-1,6-bisphosphate Aldolase from Giardia Lamblia: Coupling assay counterscreen. coupling enzyme system counterscreen, AmpLite Red fluorescence. activity change, negative = inhibition, % at 58.2 µM, hits read low. 290,000 compounds, 0.67% hits. AID 2472, 2010; in the data active means activity change below about -30%; further: on the % scale 0 is the no-effect control and ±100 the full control effect
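Final compound at 57.5 uM, incubated 10 min at RT with coupling enzyme reagent (glyceraldehyde-3-phosphate), then 20 min with substrate and AmpLite Red detection. Fluorescence read at 525/598 nm; tests interference with the coupling assay, not aldolase inhibition.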
BCR signal inh: qHTS Assay to Find Inhibitors of Chronic Active B-Cell Receptor Signaling | ABC-DLBCL IkBa-CBG/CBR reporter, luminescence ratio, 4 h | Potency, µM (highest dose often 46.1 µM), without a hit: at the top dose ratio change, negative = lower green/red ratio, usual class: inhibitors | 340,000 compounds, 0.05% hits; active means well fitted inhibition curve with a large enough effect in the signal ratio, with a control signal flat, not every such curve was filed as active; inconclusive means small, poorly fitted or top-dose-only effect, or effect the other way, or a change in a side signal; the % refers to the signal ratio;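 further: potency means the concentration at half of the fitted maximal effect; plate controls were basal doxycycline-induced cells for no effect and cells given 10 µM MG132 for full effect; MG132 reads +100%, hits lower the ratio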
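Compounds up to 46 uM were incubated four hours with TMD8 cells whose green CBG68 luciferase is fused to IkappaBalpha; red CBR luminescence normalised the signal, and concentration-effect curves were fitted to fusion, red and ratio data.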
Menin MLL FP TR: qHTS Assay for Inhibitors Targeting the Menin-MLL Interaction in MLL Related Leukemias: Competition With Texas Red Labeled MLL-derived Mutant Peptide | Menin + Texas Red MLL mutant peptide, fluorescence polarization | Potency, µM (highest dose often 61.6 µM), inactives show at the top dose FP activity change, negative = inhibition, hits mostly inhibitors | O00255 | 270,000 compounds, 0.23% hits; active means well fitted inhibition curve with a large enough effect in the polarisation, with a control signal flat, not every such curve was filed as active; inconclusive means small, poorly fitted or top-dose-only effect, or effect the other way, or a change in a side signal; inactive means no such curve, though single readings can be large or run the other way; the % refers to the polarisation; further: potency means the concentration at half of the fitted maximal effect; % of control where 0% means no effect; many of its hits are not listed in these tables
* marks the source's active call; other numbers are inactive results; ? = inconclusive; . = not tested or not shown; [ ] = remark or other dose. Unless noted, the call rests on the fitted dose curve; in most records, active means well fitted curve in the direction sought with a large enough effect; inconclusive means small, poorly fitted or top-dose-only effect, or another doubt; inactive means no such curve, though single readings can be large; an effect the other way counts as inactive or inconclusive.

SMILES	Giardia kill	B2AR arrestin	Tb PFK block	PTAP TSG101 blk	Integrin act MD	PKM2 act	ASM inhibitor	GALK inhibitor	FBPA coupling cs	BCR signal inh	Menin MLL FP TR
Cc1ccccc1N1C(S)=C(C#N)C(=O)NC12CCCCC2	17	3.9%	?	-7%	-15%	-27%	5%	-2%	1	?	-6%
CC(C)(C)S(=O)(=O)/C(C#N)=N/Nc1ccc(S(C)(=O)=O)cc1	-1	-0.1%	0%	-7%	13%	-14%	-7%	1%	6	13%	5%
COc1ccccc1-n1nnnc1SCC(=O)NC1CCCCC1	11	0.2%	0%	-1%	-1%	.	3%	5%	0	0%	.
Cc1cccc(/N=C/c2sc3ccccc3c2O)n1	2	0.0%	0%	-5%	0%	-20%	-2%	.	-3	?	.
O=C(CN1CCN(S(=O)(=O)c2ccc(Br)cc2)CC1)c1ccc(O)c(O)c1	2	0.3%	-26%	3%	-38%	.	0%	-8%	.	-3%	.
CC(OC(=O)c1ccc2c(=O)n3c(nc2c1)CCCCC3)C(=O)Nc1ccc(F)cc1Cl (stereo not drawn)	-9	-0.5%	4%	0%	-4%	-4%	8%	2%	-2	1%	4%
COc1ccc(/C=C/C=N/NC(=O)COc2ccc(OC)cc2)cc1	5	0.0%	-2%	-2%	9%	3%	-7%	3%	2	0%	-1%
Nc1nonc1-n1nnc(C(=O)N/N=C/c2ccoc2)c1CSc1ccc(Cl)cc1	-3	-0.5%	-10%	-6%	-19%	.	?	3%	.	2%	.
COc1ccccc1NC(=O)Cc1noc(CSc2nnc(C)n2C)n1	-15	0.0%	5%	-4%	-20%	-1%	-4%	0%	1	-3%	4%
Cc1cc(N(CCO)CCO)ccc1N=Nc1cc(F)ccc1F	6	0.2%	-3%	-2%	8%	-1%	-15%	11%	0	?	?
CCC12C(=O)C(CC)(C(c3ccccc3)=C1c1ccccc1)[C@@H]1C(=O)N(c3ccc(C)cc3)C(=O)C12 (stereo partly drawn)	4	-0.3%	-1%	-2%	-5%	0%	-3%	0%	5	7%	9%
CC(=O)Nc1cccc(C(=O)OCC(=O)N2CCC(c3ccccc3)=N2)c1	-9	0.2%	-25%	-3%	14%	.	-1%	.	.	?	.
COc1ccc(NS(=O)(=O)c2cc(N)ccc2N2CCCCC2)cc1	23	-0.2%	-2%	-4%	-7%	.	1%	.	.	4%	.
CC(C)N1C(=O)CCC1C(=O)N1CCN(c2ccccn2)CC1 (stereo not drawn)	5	-1.2%	-9%	-9%	9%	-7%	2%	.	3	5%	13%
COc1ccc(-c2nc3ccccc3nc2-c2ccccc2)cc1OC	-11	0.0%	1%	-4%	4%	-1%[11.5 µM]	125%[activator]	-3%	-2	3%	-2%
COc1ccc(-c2csc(NC(=O)c3ccccc3Br)c2C(=O)O)cc1	15	0.1%	7%	-3%	26%	.	5%	-3%	-5	6%	?
Cc1ccccc1OCC(=O)NCCCNC(=O)c1ccncc1	-3	0.1%	-5%	-2%	?	.	1%	1%	-1	-10%	10%
Oc1c(CN2CCN(c3ccccc3)CC2)cc(Br)c2cccnc12	-3	?	2%	-1%	-40%[inhibitor]	1%	0%	-2%	-18	?	?
O=S(=O)(c1ccc(Cl)cc1)n1cnc2ccccc21	-6	2.9%	-4%	-3%	11%	2%	3%	1%	-1	5%	1%
Cc1ccc(-c2cc(C(=O)Nc3c(C)n(C)n(-c4ccccc4)c3=O)[nH]n2)c(O)c1	-4	-0.2%	2%	-2%	-23%	-2%	-1%	-1%	0	5%	16%
Cc1nnc(N2CCCC(C(=O)NCc3cccc(F)c3)C2)c2nn(-c3ccccc3)c(C)c12 (stereo not drawn)	-14	-0.8%	-12%	-1%	-34%	.	14%	0%	.	-3%	.
CCC1CCC(C(=O)NC(C(=O)NCCc2ccc(S(N)(=O)=O)cc2)C(C)C)CC1 (stereo not drawn)	-4	-0.4%	0%	0%	3%	.	7%	.	2	6%	?
Cc1ncc[nH]1	2	-0.2%	0%	-1%	.	.	-2%	.	.	0%	2%
CCc1ccc(NC(=O)Cn2nc(C)n3cccc3c2=O)cc1	51[activator]	-0.2%	14%	-6%	8%	.	1%	-7%	.	2%	.
O=C(CN(C(=O)c1csnn1)c1cccc(Cl)c1)NCCc1ccccc1	-2	0.1%	2%	-4%	-17%	.	1%	0%	2	-2%	4%
CCOC(=O)c1sc(Nc2nc3ccc(OC)cc3s2)cc1C	-7	-1.0%	?	-4%	-8%	0%	.	-2%	-13	?	?
COc1ccc2[nH]c(=O)c(CNC3CCCCC3)cc2c1	-4	-0.3%	-3%	-4%	8%	-8%	87%[activator]	3%	0	12%	-8%
Cc1ccc(-c2csc(-c3c[nH]c4ccccc34)n2)cc1	-6	0.3%	1%	-1%	12%	-2%	-13%	-5%	-5	4%	?
COc1ccc(CN2c3cc(S(=O)(=O)N4CCOCC4)ccc3N3CCCC32)cc1 (stereo not drawn)	-20	-0.1%	-1%	-1%	34%	-1%	2%	-2%	-4	-1%	-1%
CN(C)c1cccc(C(=O)NCc2ccc(Cl)cc2)c1	-13	0.4%	-7%	1%	-6%	-4%	1%	-2%	1	?	-1%
Cc1ncc([N+](=O)[O-])n1CC(=O)Nc1cccc(C(F)(F)F)c1	-18	0.0%	-8%	-8%	-11%	0%	0%	1%	1	1%	8%
CCC(CC)c1nnc(NC(=O)c2nc3nc(C)cc(C)n3n2)s1	4	0.0%	2%	-2%	11%	-10%	1%	-2%	13	-5%	-10%
COc1ccc(NC(=O)COc2cccnc2[N+](=O)[O-])cc1OC	-21	0.3%	-4%	-1%	-8%	-3%	0%	9%	-1	-3%	-16%
COc1ccc(NCc2nnc(SCC(=O)c3ccc(OC)cc3)o2)cc1	-10	0.0%	0%	-4%	-14%	18%	-1%	-4%	-4	-2%	.
CCOc1ccc(-n2c(SCC(=O)Nc3cc(OC)c([N+](=O)[O-])cc3C)nc3ccccc32)cc1	11	-0.9%	0%	1%	3%	-1%	-4%	2%	0	1%	-2%
O=C(Cc1ncn[nH]1)NCCc1ccccc1	3	-1.0%	0%	-9%	16%	-23%	-1%	2%	0	3%	-8%[11.7 µM]
CC(NCCc1ccc(S(N)(=O)=O)cc1)C(=O)NCc1ccccc1 (stereo not drawn)	-7	-0.9%	6%	-2%	?	.	-2%	-8%	0	-1%	-14%
NC(=O)c1cc(Br)cc2c3c([nH]c12)CCCC3	-11	-0.4%	4%	-6%	-25%	-7%	-11%	0%	-4	5%	?
COc1cccc(/C=C2/C(=O)NN(c3ccccc3)C2=O)c1	-23	-0.2%	?	-1%	28%	.	0%	-1%	6	-1%	0%
CCc1ccccc1OCC(=O)N1CCN(c2ncccn2)CC1	-2	-0.2%	-6%	0%	26%	.	-1%	.	.	-8%	.
CC(=O)N1CCN(S(=O)(=O)c2cccc(C(=O)NNC(=O)COc3c(C)cccc3C)c2)CC1	-14	3.5%	5%	-3%	3%	.	-1%	.	.	3%	.
Clc1ccc(C(c2nnnn2C2CCCC2)N2CCN(Cc3ccncc3)CC2)cc1 (stereo not drawn)	-1	0.1%	-1%	-5%	19%	-11%	3%	0%	-2	9%	0%
CCN(C(=O)COC(=O)/C(=C/c1ccccc1)n1nnnc1C)C1CCCCC1	-7	-0.1%	5%	-3%	-40%[inhibitor]	.	2%	.	.	?	.
COc1cccc(/C=N/N2C(=O)NC3(CCCCC3)C2=O)c1O	-7	4.2%	-1%	-3%	-2%	-7%	2%	-1%	0	12%	-8%
NS(=O)(=O)c1ccc(CCNC(=O)CSc2nc3ccccc3c3nc(CCN4CCCCC4)nn23)cc1	13	-0.1%	6%	-3%	39%	4%	0%	-2%	4	-15%	-25%
Cc1nc(C)c(C(=O)Nc2nc3c(C)cccc3s2)o1	16	0.5%	3%	-4%	14%	4%	-6%	0%	-5	?	?

The list is partial, so the mix of outcomes need not match the whole.
